# Bioassay records: PubChem BioAssay, several laboratories
# L929 necroptosis = inhibitors of zVAD-triggered necroptosis, primary screen, L929 cells; L929 zVAD necroptosis rescue, ATP luminescence, 24 h; with zVAD 60 µM; viability rescue, % at 10 µM; actives 0.38% (n = 220,000);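 active = activation, scaled between plate controls, above about 75%, limit read from the data; inactive = activation under that limit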;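 note: 0% = zVAD with DMSO and 100% = DMSO alone without zVAD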
# Rad51 HR inh = human RAD51 strand exchange inhibitors, primary screen, biochemical, fluorescence | actives 0.085% (n = 200,000) | inhibition, % at 10 µM | hRad51 DNA strand exchange, fluorescence dequenching;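 active = inhibition above 40% at the single screening dose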;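 note: 0% = DMSO control wells and 100% = blanks with heterologous ssDNA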
#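 Material: hRad51 filaments on single-stranded DNA; Reagent: Donor/quencher-labelled 47-bp dsDNA substrate; Compound: 10 µM final, single point; Schedule: 37 °C 15-min filament assembly, 30-min compound preincubation, 15-min exchange; Technique: FRET fluorescence, excitation 485 nm, emission 520 nm; Benchmarks: control wells and blank wells on each plate.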
# Calpain2 inh = inhibitors of pig calpain II, primary screen, biochemical, fluorogenic peptide substrate, 1536-well; purified calpain II, 30 min; inhibition, % at 16 µM; AID 1236, 2008; actives 0.37% (n = 220,000);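 active = inhibition above about 50%, limit read from the data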
# EBV gp42 inh = Epstein-Barr virus gp42 inhibitors, primary screen, biochemical, uHTS, fluorescence polarization; Glycoprotein 42 (Epstein-Barr virus (strain AG876)), Q1HVG2; Fluorescence polarization binding assay, mP read-out; inhibition, % (tested at 21.74 µM); actives 0.42% (n = 220,000); AID 1085, 2008; in the data active = inhibition above about 50%
# Target sequence (Q1HVG2 whole entry, looked up): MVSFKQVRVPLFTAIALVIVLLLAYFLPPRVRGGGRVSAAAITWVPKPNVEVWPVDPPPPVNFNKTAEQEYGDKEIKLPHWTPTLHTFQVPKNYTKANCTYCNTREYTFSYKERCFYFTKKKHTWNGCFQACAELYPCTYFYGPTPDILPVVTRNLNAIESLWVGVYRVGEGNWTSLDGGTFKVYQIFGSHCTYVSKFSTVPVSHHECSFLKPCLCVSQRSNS
# PERK inhibitor = block of dimerizer-induced PERK translation repression, primary screen, PERK inhibitor project, CHO PERK-DD cells, SEAP luminescence, HTS. Eukaryotic translation initiation factor 2-alpha kinase 3 (Homo sapiens), Q9NZJ5. CHO PERK-DD fusion, SEAP luminescence translation reporter. inhibition, % at 5.6 µM. actives 0.17% (n = 220,000). AID 1416, 2008;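 active = inhibition above the mean inhibition of all tested compounds plus 3 SD, set separately per screening campaign, cut at about 2.9% in these data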;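 note: PERK kinase domain activated by AP20187 dimerizer at 100 nM; 0% = DMSO with dimerizer and 100% = rapamycin at 8.4 µM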
# TNF necrop inh = inhibitors of TNF-alpha triggered necroptosis, primary screen, cell-based, Jurkat FADD-/-, single concentration | Jurkat FADD-/- TNF necroptosis rescue, ATP luminescence, 24 h; 0 = TNF only, 100 = no-TNF cells | activation (protection from cell death), % at 10 µM | actives 0.068% (n = 220,000) | AID 463075, 2010;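 active = activation, meaning protection from cell death, of at least 50% relative to plate controls; inactive = activation below 50%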;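 note: necroptosis triggered by 40 ng/mL TNF-alpha added together with compound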
# MDM2 E3 inh = MDM2-luciferase reporter signal enhancers, primary screen, MDM2 E3 ligase inhibitor project, cell-based, luminescence, 1536-well. cell-based MDM2 ubiquitination luciferase reporter, 2 h; 0 = plate control, 100 = twice control, blank-subtracted. actives 0.11% (n = 210,000). E3 ubiquitin-protein ligase Mdm2 (Homo sapiens), Q00987. AID 1230, 2008. signal enhancement, % at 5 µM;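 active = signal enhancement of 30% or more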;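 note: luminescence tracks abundance of the self-degrading MDM2-luciferase fusion protein; higher signal means inhibition of MDM2 E3 ligase activity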
# Target sequence (Q00987 whole entry, looked up, the tested form may be a part): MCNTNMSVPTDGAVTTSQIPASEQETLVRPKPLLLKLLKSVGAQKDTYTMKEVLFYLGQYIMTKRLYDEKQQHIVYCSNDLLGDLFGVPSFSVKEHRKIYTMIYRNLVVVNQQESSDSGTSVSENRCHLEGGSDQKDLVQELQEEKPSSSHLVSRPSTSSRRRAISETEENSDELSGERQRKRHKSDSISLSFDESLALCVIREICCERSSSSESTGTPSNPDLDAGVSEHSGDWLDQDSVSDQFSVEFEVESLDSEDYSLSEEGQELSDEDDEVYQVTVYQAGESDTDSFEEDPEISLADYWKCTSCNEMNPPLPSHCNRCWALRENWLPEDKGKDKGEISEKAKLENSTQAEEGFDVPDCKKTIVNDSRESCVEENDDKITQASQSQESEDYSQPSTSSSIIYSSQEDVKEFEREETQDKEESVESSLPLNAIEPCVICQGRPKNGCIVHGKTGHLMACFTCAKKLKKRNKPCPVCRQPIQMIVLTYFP
#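 Assay system: stable mammalian line carrying autodegrading MDM2–luciferase fusion reporter; Input: 2000 cells in each well; Compound dosing: single-point 5 µM; Schedule: 2 h compound exposure at 37 °C; Signal: SteadyLite luciferase luminescence after 15 min room-temperature reagent incubation; Evaluation: % luminescence enhancement versus blank-corrected plate control mean; Benchmarks: plate controls and plate blanks.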
# eIF4E-4G inh = eIF4E–eIF4G protein interaction inhibitors, primary screen, biochemical, uHTS, TR-FRET, eIF4GI fragment | AID 782, 2007 | actives 0.37% (n = 220,000) | inhibition, % at 21.7 µM | TR-FRET eIF4E-eIF4GI(517-606) binding, 2 h;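 active = inhibition above about 30%, limit read from the data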;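 note: 0% = full FRET control wells and 100% = background wells lacking eIF4GI fragment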
# KCC2 mod = KCC2 cotransporter modulators, thallium flux, primary screen, cell-based, HEK293 KCC2, FluoZin-2 fluorescence, MLSMR; Solute carrier family 12 member 5 (Homo sapiens), Q9H2X9; KCC2 cells, thallium flux FluoZin-2 fluorescence; B-score of Tl+ flux slope (higher = more flux/activation; lower = inhibition) at 10 µM; actives 2.2% (n = 190,000); AID 1456, 2008;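 active = thallium flux slope and its plate-corrected score both differing from the plate sample mean at a set confidence after two filtering rounds, in either direction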;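 note: slope of fluorescence scaled to starting intensity during 10 to 20 s after thallium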
# Starred values were filed as active, the others as inactive; i = inactive; / = no result given; & = joins results of further samples; [ ] = another dose, or the depositor's remark. Not all compounds are listed. The share of hits here may be higher or lower than overall.
# Second line of a record – L929 necroptosis | Rad51 HR inh | Calpain2 inh | EBV gp42 inh | PERK inhibitor | TNF necrop inh | MDM2 E3 inh | eIF4E-4G inh | KCC2 mod
1: O=C(c1cc(S(=O)(=O)N2CCOCC2)ccc1F)N1CCC2(CC1)OCCO2
 : -0.1 | / | -17 | 1 | 0.5 | 0.9 | -8 | -3 | 0.99
2: C=CCn1c(O)c(C(C)=NCc2cccnc2)c(=O)[nH]c1=O
 : -0.1 | -2 | -11 | -24 | 1.4 | -2.1 | -15 | -4 | 0.03
3: C[C@H]1O[C@@H](O[C@H]2[C@@H](O)C[C@H](O[C@H]3[C@@H](O)C[C@H](O[C@H]4CC[C@@]5(C)[C@H](CC[C@@H]6[C@@H]5CC[C@]5(C)[C@@H](C7=CC(=O)OC7)CC[C@]65O)C4)O[C@@H]3C)O[C@@H]2C)C[C@H](O)[C@@H]1O
 : 2.4 | -6 | -36 | -13 | 1.1 | -18 | / | -1 | -0.0058
4: O=C(Nc1cccc2ccccc12)c1nn(C23CC4CC(CC(C4)C2)C3)cc1Br
 : 1.0 | 3 | -63 | -22 | 0.6 | 0.3 | -1 | 2 | 1
5: NP(=O)(OCC(F)(F)F)Oc1ccc(Cl)cc1 (configuration not stated)
 : -0.2 | -3 | 16 | -13 | 1.2 | 3.4 | -9 | 1 | -0.31
6: O=c1[nH]c(=O)n(CC2CCCO2)c(O)c1/C=C1\C=Nc2ccccc21 (configuration not stated)
 : -0.7&1.2 | -7 | 10&-1 | -21&-18 | 0.6&0.9 | -1.6&0.7 | -1&0 | 2&6 | -1.5&-0.026
7: Cc1ccc2c(c1)CC1(CN2C)C(=O)NC(=O)N(c2cccc(C)c2C)C1=O (configuration not stated)
 : -0.1 | -2 | -29 | -8 | -0.3 | 0.1 | -7 | 3 | -0.42
8: Cc1ccc(-c2ccc(=O)n(CCC(=O)N3CCC4(CC3)OCCO4)n2)cc1
 : 1.0 | 4 | 8 | 1 | -0.1 | 0.4 | -12 | -6 | 0.027
9: C=CCN(CC=C)C(=O)Nc1ccc(OCC)cc1
 : 0.1 | -25 | 10 | -2 | 1.2 | -0.1 | -90 | 1 | 0.28
10: CCCCCCn1c(O)c(C=NC2CCCCC2N)c(=O)[nH]c1=O (configuration not stated)
 : -0.1 | -8 | -45 | 27 | 0.2 | -0.5 | -14 | -33 | 0.24
11: CN1CCC(O)(c2ccc(Cl)cc2)C(C(=O)c2ccc(Cl)cc2)C1 (configuration not stated)
 : 0.5 | 32 | 1 | 8 | 1.5 | -1.1 | 9 | -3 | 0.68
12: CNC(=O)Nc1ccc(C(=O)N/N=C\C23CC[C@@H](O)CC2(O)CC[C@@H]2[C@@H]3CCC3(C)C(C4=CC(=O)OC4)CCC23O)cc1 (some centres not stated)
 : 1.5 | 18 | -11 | -12 | 1.3 | 1.6 | -11 | -2 | 0.31
13: CC(C)(C)NC(=S)N1CCn2cccc2C1c1cccnc1 (configuration not stated)
 : 0.3 | 6 | 6 | -16 | -0.1 | 1.5 | -13 | -4 | 0.33
14: CN(C)P(=NC(=S)c1cccn1C)(N(C)C)N(C)C
 : 0.6 | -2 | -7 | 0 | 1.0 | 0.1 | 1 | 1 | 0.73
15: O=C(c1cccc([N+](=O)[O-])c1)C12CN3CN(CN(C3)C1)C2
 : 0.5 | / | -24 | 1 | 1.0 | 0.5 | 5 | 1 | /
16: COc1ccc(C(=O)CC2C(=O)N(C)C(=O)N(C)C2=O)cc1
 : 0.7 | 7 | 18 | -1 | 0.0 | -1.6 | -2 | 3 | -0.041
17: CCN(CC)C(=O)c1ccc(NC(=O)CSc2nnnn2-c2cc(OC)ccc2OC)cc1
 : -0.3 | 1 | -6 | -10 | -1.1 | -11 | 12 | -4 | -0.86
18: CCOC(=O)N(C)c1ccc(C(O)(C(=O)OCC)C(F)(F)F)cc1 (configuration not stated)
 : 0.5 | -9 | -6 | -21 | 0.8 | -2.1 | 7 | 1[fluorescence artefact?] | -0.69
19: O=c1[nH]c(=S)n(Cc2ccc(F)cc2)c(O)c1C=NCCCn1ccnc1
 : 0.7 | 12 | 2 | -11 | 0.0 | -2.4 | 4 | -1 | 0.11
20: Fc1ccc(C(OCCN2CCCC2)c2ccc(F)cc2)cc1
 : -0.5 | 12 | -5 | -27 | 0.2 | 4.5 | -11 | -1 | -0.43

# The list continues.
# Second line of a record – L929 necroptosis | Rad51 HR inh | Calpain2 inh | EBV gp42 inh | PERK inhibitor | TNF necrop inh | MDM2 E3 inh | eIF4E-4G inh | KCC2 mod
21: O=C(N/N=C/c1c(O)n(CCC2=CCCCC2)c(=O)[nH]c1=O)c1ccccc1
 : 2.7 | -1 | -80 | 2 | 1.5 | 1.5 | -3 | -2[fluorescence artefact?] | 0.62
22: CCCCOCCCn1c(N)c(C(=O)OC(C)COC)c2nc3ccccc3nc21 (configuration not stated)
 : 3.3 | -6 | i | -1 | -0.3 | -0.3 | -15 | -11 | -0.92
23: Cc1ccc(S(=O)(=O)Nc2cc(C(=O)N3CCC4(CC3)OCCO4)ccc2N2CCCCC2)cc1
 : 0.3 | -4 | -11 | 5 | -0.5 | -0.3 | -2 | -3 | /
24: CNCCc1ccccc1
 : 0.9 | -3 | 24 | -16 | / | 1.0 | -77 | -8 | -0.23
25: NC(=O)CN1CC(c2ccccc2)CC1=O (configuration not stated)
 : -0.4 | 4 | 2 | 4 | 0.8 | -1.1 | -15 | -2 | 0.67
26: O=c1c2ccccc2nc(-c2ccco2)n1-c1ccccc1
 : 0.5 | -7 | 11 | -8 | -0.6 | -2.0 | 4 | -8 | -0.0079
27: O=c1[nH]c(=O)n(CCc2ccc(F)cc2)c(O)c1C=NCCCN1CCOCC1
 : -0.2 | -4 | 4 | -37 | -0.2 | -0.7 | -13 | -1[fluorescence artefact?] | 0.0072

# An excerpt of these results, as labelled records:
20) Fc1ccc(C(OCCN2CCCC2)c2ccc(F)cc2)cc1
  L929 necroptosis: -0.5; Rad51 HR inh: 12; Calpain2 inh: -5; EBV gp42 inh: -27; PERK inhibitor: 0.2; TNF necrop inh: 4.5; MDM2 E3 inh: -11; eIF4E-4G inh: -1; KCC2 mod: -0.43
21) O=C(N/N=C/c1c(O)n(CCC2=CCCCC2)c(=O)[nH]c1=O)c1ccccc1
  L929 necroptosis: 2.7; Rad51 HR inh: -1; Calpain2 inh: -80; EBV gp42 inh: 2; PERK inhibitor: 1.5; TNF necrop inh: 1.5; MDM2 E3 inh: -3; eIF4E-4G inh: -2[fluorescence artefact?]; KCC2 mod: 0.62

# Some of these compounds in order of formula weight, high to low.
# Second line of a record – L929 necroptosis | Rad51 HR inh | Calpain2 inh | EBV gp42 inh | PERK inhibitor | TNF necrop inh | MDM2 E3 inh | eIF4E-4G inh | KCC2 mod
23: Cc1ccc(S(=O)(=O)Nc2cc(C(=O)N3CCC4(CC3)OCCO4)ccc2N2CCCCC2)cc1
 : 0.3 | -4 | -11 | 5 | -0.5 | -0.3 | -2 | -3 | /
27: O=c1[nH]c(=O)n(CCc2ccc(F)cc2)c(O)c1C=NCCCN1CCOCC1
 : -0.2 | -4 | 4 | -37 | -0.2 | -0.7 | -13 | -1[fluorescence artefact?] | 0.0072
19: O=c1[nH]c(=S)n(Cc2ccc(F)cc2)c(O)c1C=NCCCn1ccnc1
 : 0.7 | 12 | 2 | -11 | 0.0 | -2.4 | 4 | -1 | 0.11
21: O=C(N/N=C/c1c(O)n(CCC2=CCCCC2)c(=O)[nH]c1=O)c1ccccc1
 : 2.7 | -1 | -80 | 2 | 1.5 | 1.5 | -3 | -2[fluorescence artefact?] | 0.62
18: CCOC(=O)N(C)c1ccc(C(O)(C(=O)OCC)C(F)(F)F)cc1 (configuration not stated)
 : 0.5 | -9 | -6 | -21 | 0.8 | -2.1 | 7 | 1[fluorescence artefact?] | -0.69
20: Fc1ccc(C(OCCN2CCCC2)c2ccc(F)cc2)cc1
 : -0.5 | 12 | -5 | -27 | 0.2 | 4.5 | -11 | -1 | -0.43
26: O=c1c2ccccc2nc(-c2ccco2)n1-c1ccccc1
 : 0.5 | -7 | 11 | -8 | -0.6 | -2.0 | 4 | -8 | -0.0079
25: NC(=O)CN1CC(c2ccccc2)CC1=O (configuration not stated)
 : -0.4 | 4 | 2 | 4 | 0.8 | -1.1 | -15 | -2 | 0.67
24: CNCCc1ccccc1
 : 0.9 | -3 | 24 | -16 | / | 1.0 | -77 | -8 | -0.23
